NadD block – blocks S. aureus nicotinate mononucleotide adenylyltransferase; purified NadD enzyme, colorimetric absorbance read-out; hit rate 0.78% among 360,000; inhibition, % at 20 µM; AID 602399; in the data active means inhibition above about 26%; further: some compounds past the cut are filed as inactive
LMPTP inh – blocks human LMPTP phosphatase. recombinant LMPTP-A, OMFP fluorogenic substrate, fluorescence intensity. P24666. inhibition, % at 20 µM. hit rate 0.22% among 360,000. AID 651560;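 active means compounds that cut the enzyme signal by at least half of the control window in the single-dose screen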;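 further: plate controls were DMSO wells with enzyme plus substrate for no effect and substrate without enzyme for full effect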
Target sequence (P24666 whole entry, looked up): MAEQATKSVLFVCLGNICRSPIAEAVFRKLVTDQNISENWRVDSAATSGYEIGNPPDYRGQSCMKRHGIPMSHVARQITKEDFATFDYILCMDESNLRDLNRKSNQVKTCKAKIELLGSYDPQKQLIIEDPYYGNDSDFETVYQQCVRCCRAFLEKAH
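Material: LMPTP-A; amount: 0.625 nM enzyme; doses: single 20 µM dose; times: reaction 50 min, room temperature, dark; technique: fluorescence intensity of OMFP turnover product; benchmarks: no-enzyme and uninhibited controls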
SUMO1 PPI mod – modulators of human SUMO1-mediated protein-protein interactions; P63165; hit rate 0.33% among 360,000; AID 602429; inhibition, % at 20 µM; SUMO1 binding to a labelled peptide, TR-FRET, 1 h; in the data active means inhibition above about 37%
Target sequence (P63165 whole entry, looked up): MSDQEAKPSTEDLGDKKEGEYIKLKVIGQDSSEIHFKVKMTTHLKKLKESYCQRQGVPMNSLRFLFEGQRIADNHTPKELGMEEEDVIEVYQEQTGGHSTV
DNMT1 block – DNMT1 (human) enzyme inhibition. P26358. DNMT1 molecular beacon, Hinp1I cleavage, fluorescence. inhibition (reported as % activation of signal), % at 10 µM. hit rate 0.83% among 360,000; in the data active means inhibition above about 50%
TbMetRS inhib – Trypanosoma brucei MetRS inhibition | purified T. brucei MetRS, ATP depletion, Kinase-Glo luminescence | inhibition, % at 11.9 µM | hit rate 0.4% among 360,000 | AID 624268;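 active means inhibition above a per-plate cutoff of the control wells' mean inhibition plus 3 SD, cut at about 5.5% in these data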;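 further: 0% = DMSO wells median and 100% = median of wells with control inhibitor compound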
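Material: parasite MetRS enzyme / Replication: singlicate, one well per compound / Signal: luminescence of leftover ATP / Schedule: 2 h aminoacylation at 25 °C after 15 min preincubation / Medium: HEPES-MgCl2-KCl buffer plus DTT, spermine, BSA, pyrophosphatase / Doses: 11.9 µM single point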
Rpn11 block – inhibitors of human proteasome Rpn11. O00487. human 26S proteasome, Ub4-pepOG fluorescence polarization; 20S core pre-blocked with epoxomicin. calls only at 20 µM. hit rate 0.59% among 360,000;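 active means inhibition at 20 µM, scaled to each plate's controls, above about 33%, limit read from the data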
Scp-1 inhibitor – blocks human Scp-1 phosphatase activity; Recombinant Scp1, phosphopeptide, malachite green phosphate absorbance; inhibition, % at 20 µM; hit rate 0.88% among 340,000; Q9GZU7; AID 493091;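 active means inhibition above about 50% at 20 µM, limit read from the data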;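 further: plate controls were DMSO wells with enzyme for no effect and wells lacking enzyme for full effect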
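Test system: SCP-1 phosphatase catalytic domain, residues 76-261 | Compound dosing: One concentration, 20 µM, with 1.0% DMSO | Schedule: 45 min room-temperature reaction, 5 min colour, 30 min stabiliser | Detection: Absorbance at 630 nm | Read-out basis: % inhibition of SCP-1 phosphate liberation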
CSN deneddyl inh – CSN deneddylation inhibition; inhibition, % at 12.5 µM; Purified CSN, SCF-Nedd8-OG deneddylation, fluorescence polarization; Q92905; hit rate 0.38% among 360,000;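 active means pattern-corrected inhibition above about 35%, with an unprinted fluorescence ratio check between 0.5 and 1.5, limit read from the data, passing the limit was not always enough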;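 further: 0% = enzyme with substrate and 100% = substrate without enzyme; some results filed as inactive read as strong as hits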
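assay system = purified human Csn5 enzyme expressed in HEK293T cells | amount = 0.24 nM enzyme | buffer or medium = Tris/NaCl/DTT buffer, pH 7.5 | reagent = 10 nM SCFSkp2-Nedd8OG | compound = one concentration, 12.5 µM, 0.25% DMSO | times = 90 min reaction at room temperature | signal = FP | read-out basis = % inhibition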
MLLE-PAM2 inh – inhibitors of microRNA-mediated deadenylation, human PABP1 MLLE binding | P11940 | hit rate 0.36% among 360,000 | inhibition, % at 20 µM | AID 588489 | GST-MLLE / FITC-PAM2 fluorescence polarization; in the data active means inhibition above about 35%, passing the limit was not always enough;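 further: plate controls were DMSO wells with GST-MLLE for no effect and wells lacking GST-MLLE protein for full effect; some results filed as inactive read as strong as hits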
Target sequence (P11940 whole entry, looked up): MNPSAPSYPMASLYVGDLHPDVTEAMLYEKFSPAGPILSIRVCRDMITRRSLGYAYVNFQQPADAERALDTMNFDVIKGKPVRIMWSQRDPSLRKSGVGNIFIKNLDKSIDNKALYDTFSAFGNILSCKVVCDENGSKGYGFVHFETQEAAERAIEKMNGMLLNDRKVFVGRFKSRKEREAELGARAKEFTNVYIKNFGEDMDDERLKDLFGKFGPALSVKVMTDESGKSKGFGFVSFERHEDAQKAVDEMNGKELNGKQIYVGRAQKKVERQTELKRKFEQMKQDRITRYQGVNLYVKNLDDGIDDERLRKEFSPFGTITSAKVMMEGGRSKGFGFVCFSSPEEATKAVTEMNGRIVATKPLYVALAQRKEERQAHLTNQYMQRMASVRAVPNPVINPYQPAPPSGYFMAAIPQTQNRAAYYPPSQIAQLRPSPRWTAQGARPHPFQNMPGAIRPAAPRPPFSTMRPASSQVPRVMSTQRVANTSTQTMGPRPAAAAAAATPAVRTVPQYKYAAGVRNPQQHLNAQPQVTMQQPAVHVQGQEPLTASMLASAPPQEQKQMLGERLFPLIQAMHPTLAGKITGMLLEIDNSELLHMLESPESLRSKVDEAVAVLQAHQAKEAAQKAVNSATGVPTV
STEP block – inhibitors of human striatal-enriched phosphatase STEP; P54829; recombinant STEP, OMFP fluorogenic substrate, fluorescence; inhibition, % at 20 µM; hit rate 0.25% among 360,000; AID 588621;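 active means inhibition at 20 µM, scaled per plate between control wells, above about 37%, limit read from the data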;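 further: 0% = DMSO with enzyme and substrate and 100% = substrate only without enzyme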
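Material: STEP (striatal-enriched tyrosine phosphatase) enzyme, cell-free | Medium: 50 mM Bis-Tris pH 6.0 with 2.5 mM DTT and 0.005% Tween 20 | Read-out: Percent inhibition scaled to no-enzyme and uninhibited-enzyme controls, plate-pattern corrected | Signal: Fluorescence read at 480 nm ex / 540 nm em | Times: 20 min reaction, room temperature, in the dark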
Numbers without * were called inactive; i = inactive; nt = no result given.

SMILES	NadD block	LMPTP inh	SUMO1 PPI mod	DNMT1 block	TbMetRS inhib	Rpn11 block	Scp-1 inhibitor	CSN deneddyl inh	MLLE-PAM2 inh	STEP block
CC(C)(C)n1nnnc1C(c1cccc(C(F)(F)F)c1)N1CCC(O)CC1 (centres undefined)	-7	0.0	0	0	-0.5	i	-8	-5	0	-3
CCN(CC(=O)Nc1cc(Cl)ccc1C)C(=O)CSCc1ccc(C)cc1	-2	-0.2	4	31	-0.2	i	-1	0	-4	0
CCOC(=O)C1CCN(C(=O)c2ccccc2)C(CC)C1=O (centres undefined)	-5	-0.9	-7	2	-0.4	i	2	5	-3	-3
c1ccc(-c2csc(Nc3cccnc3)n2)nc1	-4	0.3	2	0	-0.2	i	-2	0	10	12
CC1CCN(C(=O)c2[nH]cnc2C(=O)Nc2ccc(Cl)cc2)CC1	1	-0.7	-9	-3	0.4	i	-5	1	-11	0
COc1cccc(N=C2SC(CC(=O)Nc3ccccc3)C(=O)N2Cc2ccccn2)c1 (centres undefined)	-5	0.9	6	-4	6.6*	i	-17	-10	-5	3
CN1N=C(C(=O)Nc2ccc3c(c2)CCC3)CCC1=O	-2	0.8	-2	-5	-0.6	i	0	6	-5	1
CN(CC(=O)NCCc1ccccc1)S(=O)(=O)c1cccc2nsnc12	-4	-1.3	-19	2	-0.6	i	-2	2	4	-2
CC1CN(C2=NC(=O)/C(=C3/C(=O)N(Cc4ccc(F)cc4)c4ccccc43)S2)CC(C)O1 (centres undefined)	-2	2.6	-2	-1	0.0	i	-7	-2	21	8
CCCn1ncc2c(Nc3ccc(C)c(C)c3)ncnc21	-4	-2.8	6	6	0.5	i	-3	1	-10	4
COC(=O)N1CCN(S(=O)(=O)c2ccc(F)cc2)CC1	-2	-1.9	0	3	-0.8	i	-6	2	11	2
CCOC(=O)c1c(C(=O)OCC)c(C)n(CCc2ccccc2)c1C	-6	0.4	-4	-1	-0.8	i	-10	-1	15	1
O=C(O)c1cccnc1SCC(=O)N1CCCc2ccccc21	-2	0.4	11	1	0.2	i	35	4	-14	-1
Cc1ccc(OCCCN2CCCC2)c(C)c1	-2	-1.6	0	2	0.8	i	4	-2	2	-1
CC(C)CNC(=O)C1Nc2ccc(C(F)(F)F)cc2C2C=CCC12 (centres undefined)	-4	-0.6	1	-12	-0.3	i	-3	12	3	1
COc1ccc(C2=C/C(=C\c3ccc(OC(C)=O)cc3)C(=O)O2)cc1	-3	5.0	-2	26	-0.7	i	49	1	-23	3
CC(=O)c1nn(-c2cccc(Br)c2)cc1C(=O)c1ccc(Cl)cc1	0	-0.1	1	20	-0.3	i	-9	3	-3	1
COc1cc2c(cc1OC(C)=O)C(=O)CCCC2	-2	-1.2	1	0	-0.2	i	nt	-3	-5	2
COc1cc(/C=C2\C(=N)N3N=C(C(C)C)SC3=NC2=O)ccc1OCCOc1ccc(NC(C)=O)cc1	15	-0.8	14	-2	-0.7	i	-9	7	6	0
FC(F)(F)c1ccccc1Cc1c(-c2ccc(Cl)cc2)nc2ccc(Br)cn12	10	4.0	-2	13	-0.1	i	nt	17	-8	-2
C=CCn1c(=O)c(C(=O)NCc2ccccc2Cl)c(O)c2ccccc21	6	4.5	2	-1	-0.5	i	-18	4	9	1
O=C(Nc1nc2nccc(-c3ccccc3)n2n1)c1ccccc1	1	0.7	29	3	-0.7	i	-1	8	-2	1
CC1CCc2c(sc(NC(=O)c3c([N+](=O)[O-])cnn3C)c2C(N)=O)C1 (centres undefined)	1	-1.6	-1	-2	-0.2	i	-8	3	5	0
COC(=O)CNc1c(-c2ccccc2)nc2ccc(Br)cn12	-3	-0.3	-15	-4	-0.3	i	0	0	10	2
O=C1C(Cc2ccccc2)S/C(=N/N=C/c2ccco2)N1c1ccccc1 (centres undefined)	0	-1.1	1	14	-1.0	i	-3	1	-12	-9
COc1ccc([N+](=O)[O-])cc1NC(=O)C(C)OC(=O)/C=C/c1ccco1 (centres undefined)	0	3.1	-16	1	-0.7	i	7	-10	1	4
O=C(Cn1c(=O)n(-c2ccccc2)c(=O)c2sccc21)N1CCCC1	-7	-1.3	0	-1	-0.6	i	16	2	4	-2
C=CCc1cc(OC)ccc1OCCOCCN1CCc2ccccc2C1	3	-0.4	4	-1	0.1	i	-3	4	1	-3
Cn1c(=O)oc2cc(S(=O)(=O)NCCC(=O)N3CCN(c4ccccc4F)CC3)ccc21	2	-0.2	1	2	0.3	i	1	0	-1	1
CCN(C(=O)c1ccco1)c1nnc(-c2cccnc2)s1	2	-0.6	-1	1	-0.2	i	-3	-4	14	-2

Arranged by the number under Scp-1 inhibitor (highest first): 3 of the compounds above.
SMILES	NadD block	LMPTP inh	SUMO1 PPI mod	DNMT1 block	TbMetRS inhib	Rpn11 block	Scp-1 inhibitor	CSN deneddyl inh	MLLE-PAM2 inh	STEP block
COc1ccc(C2=C/C(=C\c3ccc(OC(C)=O)cc3)C(=O)O2)cc1	-3	5.0	-2	26	-0.7	i	49	1	-23	3
O=C1C(Cc2ccccc2)S/C(=N/N=C/c2ccco2)N1c1ccccc1 (centres undefined)	0	-1.1	1	14	-1.0	i	-3	1	-12	-9
C=CCn1c(=O)c(C(=O)NCc2ccccc2Cl)c(O)c2ccccc21	6	4.5	2	-1	-0.5	i	-18	4	9	1

Next part
SMILES	NadD block	LMPTP inh	SUMO1 PPI mod	DNMT1 block	TbMetRS inhib	Rpn11 block	Scp-1 inhibitor	CSN deneddyl inh	MLLE-PAM2 inh	STEP block
CCC1(C)CC(CCNS(=O)(=O)c2ccc(C)cc2)(c2ccc(C)cc2)CCO1 (centres undefined)	-3	2.3	-1	-5	-0.2	i	-10	0	-6	-2
O=C(COC(=O)c1cc(S(=O)(=O)N2CCCCC2)ccc1Cl)NC1CCS(=O)(=O)C1 (centres undefined)	4	-0.2	6	1	-0.1	i	-7	-7	5	-2
Cn1c(=O)c2cc(S(=O)(=O)NCCC(=O)NC3CCCCCCC3)ccc2n(C)c1=O	-3	-0.4	-11	1	-0.4	i	8	1	3	0
COC(=O)[C@@]12C[C@@H](CC(=O)N3CCCCC3)C(=O)N(Cc3cccc4ccccc34)C1=CCC(C)(C)C2	nt	1.7	1	nt	0.0	nt	nt	-2	nt	nt
CSCCC(NC(=O)c1ccccc1Br)C(=O)N1CCN(C(C)=O)CC1 (centres undefined)	8	-11	-27	-6	0.0	i	-11	-6	7	1
COc1ccc(Br)c(OC)c1C(=O)NC(=O)Nc1nc(C)cc(C)n1	-2	-1.8	4	3	-0.3	i	-11	1	-4	1

Part of the list above in order of heavy-atom count, low to high:
SMILES	NadD block	LMPTP inh	SUMO1 PPI mod	DNMT1 block	TbMetRS inhib	Rpn11 block	Scp-1 inhibitor	CSN deneddyl inh	MLLE-PAM2 inh	STEP block
CCN(C(=O)c1ccco1)c1nnc(-c2cccnc2)s1	2	-0.6	-1	1	-0.2	i	-3	-4	14	-2
COC(=O)CNc1c(-c2ccccc2)nc2ccc(Br)cn12	-3	-0.3	-15	-4	-0.3	i	0	0	10	2
O=C(Nc1nc2nccc(-c3ccccc3)n2n1)c1ccccc1	1	0.7	29	3	-0.7	i	-1	8	-2	1
CC1CCc2c(sc(NC(=O)c3c([N+](=O)[O-])cnn3C)c2C(N)=O)C1 (centres undefined)	1	-1.6	-1	-2	-0.2	i	-8	3	5	0
CSCCC(NC(=O)c1ccccc1Br)C(=O)N1CCN(C(C)=O)CC1 (centres undefined)	8	-11	-27	-6	0.0	i	-11	-6	7	1
C=CCc1cc(OC)ccc1OCCOCCN1CCc2ccccc2C1	3	-0.4	4	-1	0.1	i	-3	4	1	-3
FC(F)(F)c1ccccc1Cc1c(-c2ccc(Cl)cc2)nc2ccc(Br)cn12	10	4.0	-2	13	-0.1	i	nt	17	-8	-2
CCC1(C)CC(CCNS(=O)(=O)c2ccc(C)cc2)(c2ccc(C)cc2)CCO1 (centres undefined)	-3	2.3	-1	-5	-0.2	i	-10	0	-6	-2
O=C(COC(=O)c1cc(S(=O)(=O)N2CCCCC2)ccc1Cl)NC1CCS(=O)(=O)C1 (centres undefined)	4	-0.2	6	1	-0.1	i	-7	-7	5	-2
Cn1c(=O)c2cc(S(=O)(=O)NCCC(=O)NC3CCCCCCC3)ccc2n(C)c1=O	-3	-0.4	-11	1	-0.4	i	8	1	3	0
Cn1c(=O)oc2cc(S(=O)(=O)NCCC(=O)N3CCN(c4ccccc4F)CC3)ccc21	2	-0.2	1	2	0.3	i	1	0	-1	1
COC(=O)[C@@]12C[C@@H](CC(=O)N3CCCCC3)C(=O)N(Cc3cccc4ccccc34)C1=CCC(C)(C)C2	nt	1.7	1	nt	0.0	nt	nt	-2	nt	nt

Bioassay records deposited in PubChem BioAssay by several laboratories.
